# Assay outcomes (PubChem)
# cln2 rad14: NCI yeast anticancer drug screen, S. cerevisiae cln2 rad14 strain; % growth inhibition at 50 µM; 8.3% of 78,000 active; AID 165;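 further: 0% = growth of vehicle-only cultures of the same strain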
#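 Growth of compound-exposed yeast (cln2 rad14 genotype) measured and expressed as inhibition relative to vehicle.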
# bub3: NCI yeast anticancer drug screen, S. cerevisiae bub3 mutant strain; 9.9% of 78,000 active; % growth inhibition at 50 µM; AID 167;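 further: 0% = growth of vehicle-only cultures of the same strain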
#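 Readout: yeast growth inhibition, expressed relative to vehicle-only wells. The test organism is a mutant strain from a panel with lesions in DNA repair or checkpoint genes.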
# mec2-1: NCI yeast anticancer drug screen, S. cerevisiae mec2-1 strain. % growth inhibition at 50 µM. 9% of 79,000 active. AID 157;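 further: 0% = growth of vehicle-only cultures of the same strain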
#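 mec2-1 yeast strain, carrying an alteration in DNA damage repair or cell cycle control, was exposed to compounds; growth inhibition was measured relative to vehicle-treated controls.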
# sgs1 mgt1: NCI yeast anticancer drug screen, S. cerevisiae sgs1 mgt1 strain. growth inhibition, % at 50 µM. AID 161. 10% of 78,000 active;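 further: 0% = growth of vehicle-only cultures of the same strain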
#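 Read-out: growth inhibition vs vehicle controls. Cells: mutant yeast strain deficient in DNA damage repair.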
# yeast rad50: NCI yeast anticancer drug screen, S. cerevisiae rad50 strain. % growth inhibition at 50 µM. 10% of 79,000 active. AID 155;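 further: 0% = growth of vehicle-only cultures of the same strain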
#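 A DNA repair-deficient yeast mutant serves as the test organism; compound-induced growth inhibition is calculated against vehicle-treated cells.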
# yeast mlh1 rad18: NCI yeast anticancer drug screen, S. cerevisiae mlh1 rad18 strain | 11% of 79,000 active | % growth inhibition at 50 µM | AID 175;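 further: 0% = growth of vehicle-only cultures of the same strain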
#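 Yeast w/ defined DNA-repair lesions; compound exposure; growth vs vehicle controls → % inhibition.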
# The depositor's hits bear a star. No stated cut-off is given here; in the data, active means growth inhibition above about 70%; inactive means the rest.
SMILES,cln2 rad14,bub3,mec2-1,sgs1 mgt1,yeast rad50,yeast mlh1 rad18
CC(C)CCCC(C)C1CCC2C3CCC4=CC(O)CCC4(C)C3CCC12C (stereo not given),94.3*,94.0*,90.3*,93.0*,93.8*,93.5*
CCC[n+]1ccccc1C,1.4,7.9,19.4,-4.3,-0.9,3.6
COc1cc(/C(C)=N\N(C)C)ccc1O,-9.3,9.0,-9.2,8.7,-15.6,-6.5
Cc1ccnc(NCCCCCCNc2nccc(C)n2)n1,13.0,12.2,13.2,12.4,18.1,21.2
COC(=O)C1C(O)C(C)C(OC(C)=O)C(C)/C=C\C=C(C)C(=O)Nc2c(C)c(OC(C)=O)c3c(c2O)C(=O)C(C)=C2OCOC(=C23)C(C)=CC(C)(O)C(O)C(C)C1O (stereo not given),3.4,26.8,-18.8,15.7,3.2,20.9
CCOC(=O)Cc1nc(Cl)c2c(C)c(C)sc2n1,20.2,24.9,5.6,6.9,29.8,40.5
NC(=O)N/N=C1/C=CC2(CC=CCC2)CC1 (stereo not given),-24.1,-8.9,-11.3,5.0,9.8,9.8
COC(=O)c1nc(=S)[nH]c(C(=O)OC)c1C(=O)c1ccc(N2CCN(c3ccc(C(=O)c4c(C(=O)OC)nc(=S)[nH]c4C(=O)OC)cc3)CC2)cc1,21.1,-19.9,33.8,7.2,12.0,32.0
CC(C)N(C(=S)[S-])C(C)C.CC(C)N(C(=S)[S-])C(C)C.[Zn],24.1,59.5,96.8*,97.8*,96.8*,97.0*
O=C1CSc2ccncc2N1,11.4,15.2,2.9,13.5,13.8,24.1
CCCC(=O)Nc1cc([N+](=O)[O-])c([N+](=O)[O-])cc1OC,1.6,13.8,-2.5,0.0,-3.7,-3.0
CC(C)(C)c1ccc(OCCCCCl)cc1,18.2,1.7,-3.0,-0.2,15.1,12.3
Fc1cccc(-c2nnc(-c3cccc4ccccc34)o2)c1,-49.8,1.4,-1.8,-0.5,-8.7,-5.1
CC(C)OCC1(c2ccccc2)NC(=O)N(C)C1=O (stereo not given),-19.1,4.1,15.3,-2.1,4.3,-3.9
Cc1ccc2ccc3ccc(C)cc3c2c1,10.4,4.5,-16.2,-1.2,0.7,1.6
Cc1oc2ccccc2c(=O)c1Cn1cnc2ccc([N+](=O)[O-])cc21,11.8,5.8,10.3,21.5,-0.5,10.1
C=CCc1cc(OC)c(O)c(OC)c1,-7.5,0.8,1.3,-14.2,1.9,-0.6
Clc1ccc2c(c1)nc1n2CCCC1,-5.6,30.9,-14.8,24.6,30.1,12.7
CSc1ccc(N2C(=O)CSC2=S)cc1Cl,29.1,92.4*,94.3*,95.2*,97.5*,97.0*
Cc1ccc(S(=O)(=O)C(C#N)CCC(=O)c2ccc(Cl)cc2)cc1 (stereo not given),9.4,10.2,3.5,6.8,6.2,17.6
COc1ccc2c(c1)-c1c3c(cc4ccnc(c14)C2=O)OCO3,91.5*,92.0*,93.0*,93.4*,91.7*,91.8*
NC1=NCCC1(c1ccccc1)c1ccccn1 (stereo not given),16.6,7.0,-11.2,-5.7,-14.1,-16.8
C/C(O)=C(\C=N\C(=S)Nc1ccccc1)C(=O)Nc1ccc(Cl)cc1,-41.2,-28.1,-42.8,-31.0,-51.8,-36.5
CNc1ccc(CC(=O)O)cc1,-42.0,-2.0,3.9,-2.5,-2.8,1.8
CCc1ccc(NCc2ccc(CNc3ccc(CC)cc3)cc2)cc1,-16.8,11.8,-11.8,16.4,-1.6,5.3
CCN(CC)CCCCCOC(=O)c1cccc(N)c1,-45.9,27.2,0.3,-16.6,-5.8,-10.1
COc1ccc(OC)c(-c2cc(C(=O)O)c3cc4ccccc4cc3n2)c1,-69.0,-52.8,6.0,-32.8,5.8,17.2
CCCC(NCCCCCCNC(CCC)C(=O)O)C(=O)O (stereo not given),22.1,-8.4,10.8,16.7,22.7,29.2
CC(=O)/C(=C/N1CCNC1=S)C(=O)Nc1ccc(Cl)cc1,0.2,-39.2,-24.0,-39.6,-34.5,-26.3
CC(=O)OC(C(=O)Nc1nncs1)c1ccccc1 (stereo not given),8.1,11.2,-22.9,7.2,7.0,18.1
CC(=O)[O-].[O-]c1c(Cl)cc(Cl)cc1/C=N/Nc1ccccn1.[Zn+2],95.5*,37.2,87.8*,98.1*,96.5*,97.0*
Nc1nc(-c2ccccn2)cc2cc(Cl)ccc12,-1.4,8.1,-5.5,7.5,3.1,13.9
C=CC(=N)N,8.4,6.6,2.4,-5.0,12.3,7.6
CC(=O)C(=Cc1ccccc1)C(C)=O,-35.8,-10.9,10.2,5.8,11.0,9.3
COC(CNc1nc2c(s1)c1c(O)c3c(O)c(C)c4c(c32)C(=O)C(C)(O/C=C\C(OC)C(C)C(OC(C)=O)C(C)C(O)C(C)C(O)C(C)/C=C/C=C(/C)C(=O)N1)O4)OC (stereo not given),14.3,-15.6,-5.6,-13.0,6.2,-4.7
CC12CCC3C(CCC4CC(O)CCC43C)C1CC1C2=NOC1O (stereo not given),21.0,73.0*,18.2,72.2*,25.8,56.7
CCOC(=O)C(C)c1nc2cc(N3CCOCC3)c(F)cc2[nH]c1=O (stereo not given),28.6,5.7,-7.5,11.7,24.6,5.0
COc1ccccc1[B-]12OCC[N+]1(CNC(=O)c1ccccc1O)CCO2 (stereo not given),16.2,0.1,-6.7,2.5,7.2,6.4
O=[N+]([O-])c1ccc2nc(-c3ccccn3)c(-c3ccccn3)nc2c1,18.1,47.5,18.4,42.6,43.9,41.0
CC(=O)Oc1ccc(S(=O)(=O)c2ccc(OC(C)=O)cc2)cc1,-1.5,2.5,-17.3,10.6,-0.2,-25.1
CCOP(=O)(OCC)/C(=C\n1c(=S)[nH]c2cc(C)ccc21)C(=O)OC,-4.4,-2.5,-27.7,13.3,-34.1,31.3
CCCCCCCCCC(O)CO (stereo not given),6.4,-10.6,-20.7,-23.8,-20.6,-6.0
CNCC(O)c1cccc(O)c1 (stereo not given),19.0,21.2,14.8,45.0,74.9*,31.0
[C-]#[N+]C([N+]#[C-])=C(C)OCC,10.8,21.6,5.1,-5.2,7.9,2.5
CN1CCN(C(=O)/C(=C/c2ccccc2)NC(=O)c2ccccc2)CC1,-12.7,0.1,4.0,8.1,-6.8,8.1
C=C(C)C#CC1(O)C=C(OC)C(OC)=CC1=O (stereo not given),-61.9,-13.1,-12.7,-10.1,-36.4,7.3
CC1=C(C(=O)O)CCc2ccccc21,13.7,15.0,-11.5,19.9,40.7,36.8
CC(C)(C)OC(=O)NC(CC(N)=O)C(=O)O (stereo not given),-33.5,-6.5,-6.0,8.9,23.1,10.7

# Another view of some results above:
Structure | cln2 rad14 | bub3 | mec2-1 | sgs1 mgt1 | yeast rad50 | yeast mlh1 rad18
[C-]#[N+]C([N+]#[C-])=C(C)OCC | 10.8 | 21.6 | 5.1 | -5.2 | 7.9 | 2.5
CN1CCN(C(=O)/C(=C/c2ccccc2)NC(=O)c2ccccc2)CC1 | -12.7 | 0.1 | 4.0 | 8.1 | -6.8 | 8.1

# Next entries:
SMILES,cln2 rad14,bub3,mec2-1,sgs1 mgt1,yeast rad50,yeast mlh1 rad18
COc1ccc2nc(C)cc(N/N=C/c3cccc(C)n3)c2c1,-0.8,-29.8,-19.2,-1.6,4.0,-22.1
COC(=O)c1ccccc1Cl,-14.3,6.7,4.0,9.1,-11.2,26.1
CC(C)(C)C(O)c1ccccc1Cl (stereo not given),-12.9,-42.1,32.5,10.3,-0.9,-8.1
CCOC(=O)C1(C(=O)OCC)CCCN1C(=O)[C@H](CNC(=O)OC(C)(C)C)NC(=O)OCc1ccccc1,-0.5,-30.1,12.8,-10.9,32.1,-79.8
COCC1(c2ccccc2)C(=O)N(C)C(=O)N1C (stereo not given),-6.3,-9.8,2.5,-6.2,-7.6,5.2
Cc1ccc(S[C@@H](C)[C@@](O)(C(N)=O)c2ccccc2)cc1,32.1,24.9,-27.1,36.2,17.6,15.4
O=c1[nH]c2nc[nH]c(=O)c2[nH]1,-11.8,-6.0,-7.6,5.1,0.2,6.0
CCOC(=O)NC(OCc1ccccc1)(C(=O)OC)C(F)(F)F (stereo not given),-29.9,-23.1,-48.0,-83.5,-26.3,-48.5
NC(=S)NN=C1Cc2ccccc2C1,2.6,-3.0,-0.8,-5.4,-3.9,-19.9
COC(=O)CCCC(Sc1ccccc1)C(=O)OC (stereo not given),-7.4,7.8,0.6,15.7,3.7,6.8
Cc1cccc(Cc2ccc(Cl)cc2)c1O,99.3*,99.2*,99.5*,99.5*,99.3*,99.0*
O=[N+]([O-])c1ccc(Cl)c(OCCCBr)c1,14.9,57.2,39.5,48.6,10.3,70.3*

# Copied from the list.
# cln2 rad14 with `COc1ccc(OC)c(-c2cc(C(=O)O)c3cc4ccccc4cc3n2)c1` → -69.0
# mec2-1 with `COCC1(c2ccccc2)C(=O)N(C)C(=O)N1C` (stereo not given) → 2.5
# mec2-1 with `C=CCc1cc(OC)c(O)c(OC)c1` → 1.3
# bub3 with `COC(CNc1nc2c(s1)c1c(O)c3c(O)c(C)c4c(c32)C(=O)C(C)(O/C=C\C(OC)C(C)C(OC(C)=O)C(C)C(O)C(C)C(O)C(C)/C=C/C=C(/C)C(=O)N1)O4)OC` (stereo not given) → -15.6

# An excerpt from above in order of formula weight, low to high.
SMILES,cln2 rad14,bub3,mec2-1,sgs1 mgt1,yeast rad50,yeast mlh1 rad18
CC(C)(C)C(O)c1ccccc1Cl (stereo not given),-12.9,-42.1,32.5,10.3,-0.9,-8.1
NC(=S)NN=C1Cc2ccccc2C1,2.6,-3.0,-0.8,-5.4,-3.9,-19.9
CCOC(=O)NC(OCc1ccccc1)(C(=O)OC)C(F)(F)F (stereo not given),-29.9,-23.1,-48.0,-83.5,-26.3,-48.5

# Further records follow:
SMILES,cln2 rad14,bub3,mec2-1,sgs1 mgt1,yeast rad50,yeast mlh1 rad18
CC(C)c1cc(N(C)C)cc(=S)[nH]1,4.0,31.6,-1.6,25.1,-4.5,35.6
CCOC(=O)C1OC1C1CCCc2ccccc21 (stereo not given),14.8,2.3,5.7,-22.6,8.2,11.0
CCN1C(Cl)=NS(=O)(=O)c2ccccc21,-4.0,-0.1,-3.5,-8.5,-24.4,21.2
Nc1nc2ccc(CSc3ccc(C(=O)NC(CCC(=O)O)C(=O)O)cc3)cc2c(=O)[nH]1 (stereo not given),12.8,1.1,-3.0,2.6,38.9,20.0
CC(=O)Cc1ccc(-c2ccccc2)cc1,-25.4,10.3,14.8,8.3,18.4,24.6
C#CC(C)(C)NC(=O)c1cccnc1Oc1ccccc1,7.3,-8.2,-39.6,-10.4,-20.2,-11.3
CC1=Nc2cc(Cl)c(Cl)cc2N(C)/C1=C/C1=C(Cl)C(=O)c2cc3c(Cl)ccc(Cl)c3cc2C1=O,25.1,-1.4,8.8,13.1,-0.1,20.8
CC(=O)OCC1Cn2c(c(-c3ccccc3)c(=O)[nH]c2=S)O1 (stereo not given),-1.9,-6.3,14.5,6.0,-9.2,8.2
CC1=Nc2ccccc2N=C(C)C1,16.9,18.8,-12.1,29.7,15.9,12.2
COc1cccc2c1C(=O)c1c(O)c(CCl)cc(O)c1C2=O,91.5*,21.8,76.5*,95.2*,94.0*,94.6*
O=C1/C(=C\C=C\c2ccccc2)CCC/C1=C/C=C/c1ccccc1,20.8,34.0,5.0,5.7,15.3,3.1
CC(C)(C)C1=NNC(c2ccccc2)C1 (stereo not given),5.5,-1.2,-3.8,-14.7,5.2,12.6
COc1ccc(N=C2C(=Nc3ccc(OC)cc3)N(S(=O)(=O)c3ccccc3)C(=S)N2c2ccc(OC)cc2)cc1,-23.9,0.2,-35.0,-35.5,-11.8,-26.1
CC1CCC(O)(C(C)(C(=O)O)c2ccccc2)CC1 (stereo not given),-35.6,-54.8,-16.8,-5.7,-19.7,-8.4
Oc1ccccc1/C=N\N=C\c1ccccc1O,37.2,0.8,3.5,-10.8,8.8,13.2
NNc1cccc(C(F)(F)F)c1,50.1,88.0*,79.5*,88.5*,83.7*,83.5*
CC(C)OC(CCCl)c1ccccc1 (stereo not given),5.6,-23.7,-45.5,-4.8,-6.4,3.1
COc1nc2c(nc(N)n2C2OC(CO)C(O)C(O)C2O)c(=O)[nH]1 (stereo not given),3.5,0.9,-8.0,-1.5,-26.4,20.9
CCC(CC)C(=O)OCCOCCOC,7.9,23.6,11.8,14.9,30.2,36.9

# This is a random part of the collection, and some 13% of all compounds hit somewhere here.
